Menin-MLL TR inh: displaces Texas Red mutant MLL peptide from human menin. Potency, µM (doses to about 61.6 µM), without a hit: at the top dose FP activity change, negative = inhibition, actives largely listed as inhibitors. Menin + Texas Red MLL mutant peptide, fluorescence polarization. 270,000 compounds, 0.23% hits. O00255; active = well fitted inhibition curve with a large enough effect in the polarisation, with a control signal flat, not every such curve was filed as active; inconclusive = small, poorly fitted or top-dose-only effect, or effect the other way, or a change in a side signal; inactive = no such curve, though single readings can be large or run the other way; the % refers to the polarisation; note: potency is the fitted concentration of half-maximal effect; % of control where 0% means no effect; many of its hits are not listed in these tables
S-ASM inh: human S-ASM enzyme inhibition; placental ASM, HMU-PC fluorogenic substrate, 60 min; AID 504937; 340,000 compounds, 0.006% hits; Potency, µM (series often up to 57.5 µM), inactives show top-dose activity change, negative = inhibition, usual class: inhibitors; note: potency is the fitted concentration of half-maximal effect
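Steps: dispense placental human ASM, pin compound, wait 10 min at room temperature, add HMU-PC0 substrate at 9 uM final, incubate 60 min at 37 °C, add stop solution raising pH to 10, read fluorescence.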
PKM2 act: PKM2 (human) enzyme activation; purified PKM2, Kinase-Glo ATP luminescence, activation; response scale: 0% is enzyme alone, no compound; Potency, µM (top dose mostly 57.5 µM), inactives show at the highest dose activation, actives largely listed as activators; 260,000 compounds, 0.34% hits; AID 1631; note: potency is the fitted concentration of half-maximal effect; % is set by controls: 0 for no effect and ±100 for the full control effect; nearly all actives have a fitted effect of over 55% in size
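Purified hPK-M2 (>95% pure) converted ADP (0.1 mM final) to ATP with 0.5 mM PEP in 50 mM imidazole pH7.2, KCl, MgCl2, Tween 20, BSA; 1 h at room temperature. ATP detected by Kinase-Glo luminescence.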
FBPA coupling cs: counter-screen for Giardia aldolase inhibitors: coupling enzyme system | activity change, negative = inhibition, % at 58.2 µM, hits read low | coupling enzyme system counterscreen, AmpLite Red fluorescence | AID 2472 | 290,000 compounds, 0.67% hits; in the data active = activity change below about -30%; note: % is set by controls: 0 for no effect and ±100 for the full control effect
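Fluorescence at 525 nm excitation and 598 nm emission measured inhibition of the coupled detection system without aldolase. Compounds (at 57.5 uM final) were preincubated 10 min at room temperature with coupling enzyme reagent before a 20 min substrate/AmpLite Red step.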
GALK inhibitor: inhibitors of human galactokinase | P51570 | Purified GALK, Kinase-Glo residual ATP luminescence | Potency, µM (series often up to 57.5 µM), without a hit: at the highest dose activity change, negative = inhibition, actives largely listed as inhibitors | 270,000 compounds, 0.007% hits | AID 1868; note: potency is the fitted concentration of half-maximal effect; % is set by controls: 0 for no effect and ±100 for the full control effect
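Human GALK (5 nM) with 35 uM ATP and 100 uM galactose in 20 mM HEPES pH 8.0, 5 mM MgCl2, 60 mM NaCl, 1 mM DTT, 0.01% BSA. After 1 h at room temperature, leftover ATP was read by Kinase-Glo Plus luminescence.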
Chronic BCR inh: chronic active BCR signaling inhibition; ABC-DLBCL IkBa-CBG/CBR reporter, luminescence ratio, 4 h; AID 493014; 340,000 compounds, 0.05% hits; Potency, µM (series often up to 46.1 µM), inactives show top-dose ratio change, negative = lower green/red ratio, actives largely listed as inhibitors; active = well fitted inhibition curve with a large enough effect in the signal ratio, with a control signal flat, not every such curve was filed as active; inconclusive = small, poorly fitted or top-dose-only effect, or effect the other way, or a change in a side signal; the % refers to the signal ratio;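 note: potency is the fitted concentration of half-maximal effect; plate controls were basal doxycycline-induced cells for no effect and cells given 10 µM MG132 for full effect; MG132 reads +100%, hits lower the ratio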
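Compounds up to 46 uM were incubated four hours with TMD8 cells whose green CBG68 luciferase is fused to IkappaBalpha; red CBR luminescence normalised the signal, and concentration-effect curves were fitted to fusion, red and ratio data.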
Tb PFK inh: blocks T. brucei phosphofructokinase. O15648. T. brucei PFK, ADP-Glo luminescence. Potency, µM (top dose mostly 57.5 µM), without a hit: at the top dose activity, negative = inhibition, usual class: inhibitors. 330,000 compounds, 0.17% hits;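 note: potency is the fitted concentration of half-maximal effect; 0% = uninhibited 1x PFK enzyme wells and -100% = no-enzyme wells; nearly all actives have a fitted effect of over 60% in size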
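Activity is normalized to no-enzyme wells (full inhibition) and 1.25 nM enzyme wells (no inhibition). Reaction: 0.5 mM F6P, 0.1 mM ATP, 45 min RT, ADP-Glo luminescence; concentration-response curves fitted and classed by quality.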
Giardia killer: kills Giardia lamblia; Giardia lamblia trophozoite viability; activity change, % at 7.66 µM, hits read low; 340,000 compounds, 0.15% hits; AID 540267; in the data active = activity change below about -80%; inconclusive = between about -30% and that limit;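 note: parasites exposed to compound for two days anaerobically before the ATP read; % is set by controls: 0 for no effect and ±100 for the full control effect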
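Giardia lamblia trophozoites (100 cells/well) were incubated with compounds for 48 h at 37 deg C under anaerobic conditions. Viability was read as ATP content by one-step luminescence after 15-30 min at room temperature.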
PTAP TSG101 blk: blocks PTAP/TSG101 interaction to inhibit HIV-1 budding; Potency, µM (series often up to 115 µM), inactives show at the top dose activity change, negative = inhibition, actives largely listed as inhibitors; Q99816; Fluorescence polarization, FITC-PTAP peptide / Tsg101 binding; 340,000 tested, under 10 active; active = well fitted inhibition curve with a large enough effect in the main read-out, with a control signal flat, not every such curve was filed as active; inconclusive = small, poorly fitted or top-dose-only effect, or effect the other way, or a change in a side signal; inactive = no such curve, though single readings can be large or run the other way; note: potency is the fitted concentration of half-maximal effect; % of control where 0% means no effect
Target sequence (Q99816 whole entry, looked up): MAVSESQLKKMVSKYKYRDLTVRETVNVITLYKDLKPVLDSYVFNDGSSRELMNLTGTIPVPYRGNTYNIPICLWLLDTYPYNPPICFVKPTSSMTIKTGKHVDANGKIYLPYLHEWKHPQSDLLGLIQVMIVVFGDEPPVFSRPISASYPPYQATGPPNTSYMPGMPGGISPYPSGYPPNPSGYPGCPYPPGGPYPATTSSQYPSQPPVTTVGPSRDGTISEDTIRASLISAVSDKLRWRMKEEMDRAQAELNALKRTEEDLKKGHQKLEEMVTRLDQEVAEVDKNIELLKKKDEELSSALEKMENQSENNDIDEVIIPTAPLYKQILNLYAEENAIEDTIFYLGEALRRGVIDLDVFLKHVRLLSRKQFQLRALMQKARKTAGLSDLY
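Fluorescence polarization binding of Tsg101 binding domain (10 uM final) to FITC-labeled PTAP peptide (50 nM final) in HEPES pH 7.5 buffer with NaCl, Tween 20, EDTA, TCEP. Compounds added before peptide; binding 20 min at RT.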
B2AR arrestin: agonists driving beta-arrestin recruitment to human beta2-adrenergic receptor; P07550; beta-arrestin recruitment to beta2AR, cell-based reporter; Potency, µM (series often up to 46.1 µM), without a hit: at the highest dose activation, hits mostly activators; 330,000 compounds, 0.02% hits; AID 492947;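 note: potency is the fitted concentration of half-maximal effect; 0% = DMSO controls and full agonism = EC100 isoproterenol or metaproterenol; nearly all actives have a fitted effect of over 65% in size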
Target sequence (P07550 whole entry, looked up): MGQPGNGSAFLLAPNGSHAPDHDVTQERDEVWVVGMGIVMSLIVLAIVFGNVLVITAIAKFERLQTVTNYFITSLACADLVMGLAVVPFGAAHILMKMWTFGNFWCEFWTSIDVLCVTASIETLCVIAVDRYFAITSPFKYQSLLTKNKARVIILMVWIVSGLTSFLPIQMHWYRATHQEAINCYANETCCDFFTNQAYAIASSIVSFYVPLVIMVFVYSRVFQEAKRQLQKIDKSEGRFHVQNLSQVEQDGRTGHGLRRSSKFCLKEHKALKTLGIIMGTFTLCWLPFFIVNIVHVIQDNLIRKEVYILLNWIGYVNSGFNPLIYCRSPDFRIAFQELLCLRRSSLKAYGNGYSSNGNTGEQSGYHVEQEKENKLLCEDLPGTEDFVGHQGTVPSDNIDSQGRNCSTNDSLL
a7 integrin act: activators of alpha7 integrin expression for muscular dystrophy; 350,000 compounds, 0.064% hits; alpha7betagal myoblasts, beta-gal FDG fluorescence, 48 h; Potency, µM (top dose mostly 38.3 µM), without a hit: at the highest dose activation, hits mostly activators;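 note: potency is the fitted concentration of half-maximal effect; 100% = response of the positive control SU9516; nearly all actives have a fitted effect of over 60% in size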
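alpha7betagal+/- myoblasts (passage 13, 250/well) treated 48 h at 37C with compounds at 1:260 dilution of DMSO stock. Lysed, then beta-galactosidase activity read as FDG fluorescence (ex 480/em 540) after 30 min, with pre-read for autofluorescence.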
Starred values were filed as active, the others as inactive; ? = inconclusive; . = no result given; [ ] = another dose, or the depositor's remark. Unless noted, calls come from the whole dose curve; as a rule, active = well fitted curve in the direction sought with a large enough effect; inconclusive = small, poorly fitted or top-dose-only effect, or another doubt; inactive = no such curve, though single readings can be large; an effect the other way counts as inactive or inconclusive. The list is partial; count on the stated rates, not on these rows.

SMILES	Menin-MLL TR inh	S-ASM inh	PKM2 act	FBPA coupling cs	GALK inhibitor	Chronic BCR inh	Tb PFK inh	Giardia killer	PTAP TSG101 blk	B2AR arrestin	a7 integrin act
COc1cccc(NC(=S)NNC(=O)Cn2nc(C(F)F)cc2C(F)F)c1	-3%	8%	5%	-1	2%	3%	-1%	52[activator]	-2%	0.4%	32%
O=C1C=C(NC2CCCCC2)CCC1	.	5%	.	.	.	0%	-4%	6	-1%	-0.3%	13%
O=C(N1CCOCC1)N1c2ccccc2CC(N2CCOCC2)c2ccccc21 (stereo not given)	17%	8%	1%	6	0%	1%	-5%	-21	-2%	4.5%	8%
Cn1c2ccccc2c2nnc(SCC(=O)Nc3cccc(O)c3)nc21	9%	-11%	?	2	-4%	?	1%	1	-5%	0.0%	6%
COc1cc(C(C(=O)NCc2ccccc2)N(Cc2ccco2)C(=O)c2cnccn2)cc(OC)c1OC (stereo not given)	-4%	3%	-5%	0	1%	-10%	0%	-7	-6%	-0.8%	0%
Cc1ccc(C)c(NC(=O)CN(C)C(=O)c2cccc(N3C(=O)CCC3=O)c2)c1	.	0%	.	.	.	0%	0%	-2	-6%	0.6%	0%
CC(C)C(NC(=O)C12CC3CC(CC(C3)C1)C2)C(=O)N/N=C/C1=C(N2CCOCC2)C(=C\c2cccc([N+](=O)[O-])c2)/CC1 (stereo not given)	2%	-4%	2%	3	1%	0%	3%	-14	-6%	-0.7%	26%
Cc1cc(OCC(=O)NCCCn2ccnc2)c2c(C)c(C)c(=O)oc2c1	0%	-1%	.	3	1%	2%	1%	12	-1%	-0.3%	-21%
Cc1ccc(S(=O)(=O)NC(C)(C)CSc2nncn2N)cc1	1%	2%	2%	1	1%	-1%	11%	-14	0%	-0.3%	0%
CC(=O)c1cccc(NCC(=O)c2ccc(C)c([N+](=O)[O-])c2)c1	7%	-2%	.	10	0%	-1%	0%	-8	-1%	0.0%	?
Cc1cccc(S(=O)(=O)Nc2nc3ccccc3nc2OC(C)C)c1	7%	-4%	.	12	.	2%	-5%	0	0%	-0.8%	?
Cc1ccccc1CC(=O)Nc1ccc2c(c1)CCC2	?	-1%	0%	0	5%	2%	-2%	?	-2%	0.2%	-12%
CCOC(=O)c1ccc(N2C(=O)CC(SCC(=O)Nc3ccc(S(N)(=O)=O)cc3)C2=O)cc1 (stereo not given)	8%	3%	-1%	-2	1%	?	20%	29	-5%	0.0%	?
Cc1cc(C)cc(OCc2nnc(SCC(=O)N3CCN(c4ccccc4)CC3)o2)c1	-16%	1%	-7%	6	1%	11%	0%	16	2%	-0.4%	21%
O=C(Cc1ccc(S(=O)(=O)N2CCOCC2)s1)NCC(=O)Nc1ccccc1Br	.	1%	.	.	.	-5%	-7%	5	-6%	0.3%	-2%
O=S1(=O)CCC(NS(=O)(=O)c2ccc3ccccc3c2)C1 (stereo not given)	11%	-1%	.	2	-1%	1%	-4%	0	-1%	-0.1%	-21%
COc1cccc(C(=O)CSc2nc3ccccc3n2CC(=O)N2CCOCC2)c1	0%	1%	2%	0	7%	0%	-1%	-8	.	0.3%	-29%
CCOc1ccc(NC(=O)CSc2nncc(=O)[nH]2)cc1	0%	1%	-1%	10	0%	0%	5%	21	-2%	0.2%	-38%
Cn1c(C(=O)OCC(=O)NCC2CCCO2)cc2sccc21 (stereo not given)	-1%	-1%	-2%	6	0%	?	2%	-19	1%	-1.4%	-3%
COC(=O)c1cccc(NC(=O)CSc2nnc(C)o2)c1	-4%	2%	-3%	1	6%	?	3%	-13	4%	-0.3%	22%
O=C(CSc1ccc2ccccc2c1)Nn1cnnc1	8%	1%	8%	1	-2%	19%	3%	-2	-3%	-0.1%	0%
c1ccc(-c2noc(CSc3nc4ccccc4o3)n2)cc1	4%	0%	-2%	1	-1%	?	1%	-6	1%	-0.5%	-35%
CCC(=O)NC(=S)Nc1ccc(S(=O)(=O)NC(C)=O)cc1	10%	5%	-4%	2	.	8%	1%	-16	-2%	-0.5%	2%
CCOC(=O)c1cc2n(n1)C(C(F)(F)F)CC(C)N2 (stereo not given)	-12%	0%	1%	0	0%	?	-5%	3	-1%	0.0%	6%
O=C1NCCCCC1NS(=O)(=O)c1ccc(F)c(F)c1 (stereo not given)	.	-1%	0%	1	1%	?	1%	19	-1%	-0.1%	-12%
Cc1c(C(=O)NCc2ccccn2)oc2ccc(S(=O)(=O)N3CCC4(CC3)OCCO4)cc12	-6%	0%	5%	1	1%	?	-7%	-11	-5%	-0.2%	-3%
O=C(COC(=O)c1n[nH]c2ccccc12)NCCc1ccccc1	.	-2%	.	.	.	-6%	-3%	-15	-1%	-0.9%	16%
CC(C)NC(=O)CSc1nc(Cc2ccccc2)nc2ccccc12	0%	0%	7%	4	2%	-5%	3%	10	-1%	-1.2%	-38%
COc1ccc(S(=O)(=O)N2CCOCC2)cc1NS(=O)(=O)/C=C/c1ccccc1	1%	2%	4%	6	7%	2%	-2%	-8	0%	-0.1%	-9%
COc1ccccc1NC(=S)NNC(=O)c1ccc(Cl)cc1Cl	?	-2%	-9%	7	-6%	?	-5%	-14	-3%	0.4%	11%
COc1ccc(F)cc1CN1CCN(CC(=O)N2CCc3ccccc32)CC1	-20%	1%	-8%	-3	13%	-16%	-14%	-13	-5%	0.3%	-22%
CN(CC(=O)Nc1ccc(Cl)c(S(=O)(=O)N2CCOCC2)c1)C(=O)c1cccs1	.	3%	.	.	.	-2%	-2%	8	-1%	0.2%	-27%
CCCC(=O)NC(=S)Nc1ccc(Cl)cn1	7%	0%	-4%	1	1%	?	3%	0	-7%	?	23%
COc1ccc(NC(=O)CNC(=O)Cn2cnc3sc(C)c(C)c3c2=O)cc1OC	.	-2%	.	.	3%	-2%	3%	1	-2%	0.0%	16%
CCOc1ccc(C(C)NC(=O)C2CCC2)cc1 (stereo not given)	-13%	2%	-2%	-1	0%	5%	0%	22	-1%	-1.2%	12%
O=C(NNc1ccc([N+](=O)[O-])cc1[N+](=O)[O-])C1C2CCCCC21 (stereo not given)	14%	4%	-3%	3	.	2%	-6%	-25	-8%	-0.1%	-16%
Cc1ccc(Nc2nc(-c3ccc(C)cc3)c(CC(=O)O)s2)cc1	?	11%	-9%	-6	-2%	1%	1%	-11	4%	0.1%	-15%
COc1ccccc1-c1nnc2n1N=C(c1ccc(OC(F)F)c(OCC3CC3)c1)CS2	.	51%[activator]	.	.	.	-11%	7%	13	0%	-0.3%	.
CC(=O)/C=C/c1ccccc1Oc1c(F)c(F)nc(F)c1F	-15%	-1%	.	0	-2%	?	-14%	26	-10%	8.7%	-67%[inhibitor]
O=C(Nc1cccc(S(=O)(=O)N2CCCCC2)c1)c1ccc2ncsc2c1	.	-2%	2%	-3	-4%	?	0%	2	-5%	-0.2%	-43%
Cn1c(C(=O)N/N=C/c2ccccc2)cc2ccccc21	?	-6%	-3%[11.5 µM]	-1	0%	4%	0%	3	-4%	-0.3%	-1%
N#CCc1ccc(NC(=O)c2ccccc2C(=O)Nc2ccc(CC#N)cc2)cc1	-2%	-1%	.	2	10%	0%	1%	15	-1%	-0.5%	25%
O=C(c1ccc(Cl)cc1)N1CCCOC1	-6%	3%	5%	0	0%	?	0%	-1	-3%	-0.4%	?
Cc1ccc2c(C)c(C(=O)N(C)CCC3CCCCO3)oc2c1C (stereo not given)	.	-3%	-7%	.	3%	-3%	-5%	-5	-8%	-0.6%	4%
C=CCn1c(SC2CCOC2=O)nc2scc(C3CC3)c2c1=O (stereo not given)	11%	-1%	5%	0	-3%	4%	-1%	-3	-9%	-0.1%	-10%
CCOc1ccc(OCC)c(S(=O)(=O)n2cc(C)nc2CC)c1	-10%	1%	-3%	-2	6%	?	-21%	0	-6%	0.2%	-10%
C=CCn1c(SCc2ccc([N+](=O)[O-])cc2)nnc1C(C)NC(=O)c1ccccc1 (stereo not given)	-9%	0%	-6%	.	0%	8%	-6%	10	-8%	-0.8%	7%
COC(=O)c1c(N2C(=O)[C@H]3[C@@H](C2=O)[C@]2(C(=O)Nc4ccc(C)cc42)N2CCC[C@@H]32)sc(C)c1C	16%	.	12%	3	-2%	-5%	-7%	.	.	0.0%	.
COc1ccc(N(C(=O)c2snc(C(N)=O)c2N)C(C(=O)NCC2CCCO2)c2ccc(C)o2)cc1OC (stereo not given)	0%	18%[11.5 µM]	-1%	-2	-1%	0%	0%	4	-4%	0.1%	-18%
Cc1ccc(C(=O)Nc2cc(Cl)ccc2-n2cncn2)s1	.	2%	.	.	.	?	0%	-23	-2%	-0.2%	17%

Bioassay records deposited in PubChem BioAssay by National Center for Advancing Translational Sciences (NCATS).
